Compound activity (PubChem)
HTT aggregate: mutant huntingtin aggregation inhibition; PC12 HttQ103-GFP aggregates, Acumen cytometry, 40 h; Potency, µM (doses to about 46.1 µM), without a hit: at the highest dose activity change, negative = inhibition, most hits filed as inhibitors; actives 1.1% (n = 220,000); also: potency is read from the fitted curve at half-maximal effect; % is scaled to controls: 0 for no effect and ±100 for the full control effect; nearly all actives have a fitted effect of over 60% in size
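Read-out: GFP aggregate count by laser scanning cytometer (488 nm excitation, 500-530 nm emission, 1–25 µm objects >6 SD above background). Cells: PC12, inducible HTTex1-Q103-GFP, 100 nM tebufenozide; compounds titrated.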
Epigenetic reg: epigenetic control regulation, reporter derepression; Potency, µM (titrated, usually from 53.9 µM), for the others: at the top dose GFP activation, hits mostly activators; AID 1865; murine LDR cells, GFP reporter derepression, 30 h; actives 0.2% (n = 280,000); also: potency is read from the fitted curve at half-maximal effect; % of control where 0% means no effect; nearly all actives have a fitted effect of over 60% in size
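GFP-positive cell count by laser-scanning cytometry (objects 20–120 um) after 30 h, 37 C compound exposure of murine LDR cells; reporter is CMV-GFP integrated at a silenced locus, inducible by HDAC or DNMT inhibitors.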
CBFb RUNX1 block: blocks binding between human CBF-beta and RUNX1; Q01196+Q13951; 230,000 tested, under 10 active; Potency, µM (highest dose often 59.8 µM), inactives show at the highest dose activity, negative = inhibition, most hits filed as inhibitors; AlphaScreen CBFb-His/RUNX1-biotin binding, biochemical; also: % of control where 0% means no effect
Target sequence (Q01196 whole entry, looked up): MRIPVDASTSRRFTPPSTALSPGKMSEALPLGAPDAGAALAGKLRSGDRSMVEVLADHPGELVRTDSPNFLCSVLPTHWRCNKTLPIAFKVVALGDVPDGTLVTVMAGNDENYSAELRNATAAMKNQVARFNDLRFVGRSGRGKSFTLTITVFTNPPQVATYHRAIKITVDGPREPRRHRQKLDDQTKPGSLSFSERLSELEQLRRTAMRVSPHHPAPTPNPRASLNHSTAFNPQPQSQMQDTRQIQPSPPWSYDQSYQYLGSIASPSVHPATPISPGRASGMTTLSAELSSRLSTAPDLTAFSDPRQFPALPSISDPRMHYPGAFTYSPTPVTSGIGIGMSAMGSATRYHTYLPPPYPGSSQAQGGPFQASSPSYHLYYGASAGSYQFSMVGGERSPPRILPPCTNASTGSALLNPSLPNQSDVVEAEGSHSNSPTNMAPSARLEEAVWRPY
Target sequence (Q13951 whole entry, looked up): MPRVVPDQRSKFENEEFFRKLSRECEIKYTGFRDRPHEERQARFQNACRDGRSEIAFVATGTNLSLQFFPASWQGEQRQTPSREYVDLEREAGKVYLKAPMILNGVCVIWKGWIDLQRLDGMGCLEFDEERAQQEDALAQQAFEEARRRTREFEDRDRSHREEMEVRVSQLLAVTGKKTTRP
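AlphaScreen proximity signal reports loss of binding between His-tagged CBF-beta and biotin-labelled RUNX1, each at 30 nM. Proteins are pre-associated for 20 minutes, compounds added for 15 minutes, then beads for 90 minutes, all at ambient temperature.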
L3MBTL1 block: L3MBTL1 (human) inhibition; Q9Y468; AlphaScreen L3MBTL1–H3K9me1 peptide binding; Potency, µM (series often up to 57.1 µM), for inactives: at the top dose activity, negative = inhibition, hits mostly inhibitors; actives 0.66% (n = 230,000); AID 485360; also: potency is read from the fitted curve at half-maximal effect; % is scaled to controls: 0 for no effect and ±100 for the full control effect; nearly all actives have a fitted effect of over 60% in size
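AlphaScreen assay: L3MBTL1 (50 nM final) was preincubated 30 min at room temperature with biotinylated H3(1-15)K9me1 peptide (75 nM final), then 30 min with library compounds; streptavidin donor and nickel chelate acceptor beads (10 ug/mL final) added, 30 min dark.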
NPSR antagonist: neuropeptide S receptor (human) antagonism, cAMP; Potency, µM (doses to about 38.3 µM), for the others: top-dose activity change, negative = inhibition, usual class: inhibitors; actives 1% (n = 220,000); CHO-NPSR cells, cAMP TR-FRET, antagonist mode; AID 1461; also: potency is read from the fitted curve at half-maximal effect; % is scaled to controls: 0 for no effect and ±100 for the full control effect; nearly all actives have a fitted effect of over 50% in size; many of its hits are not listed in these tables
Target sequence (Q6W5P4 whole entry, looked up): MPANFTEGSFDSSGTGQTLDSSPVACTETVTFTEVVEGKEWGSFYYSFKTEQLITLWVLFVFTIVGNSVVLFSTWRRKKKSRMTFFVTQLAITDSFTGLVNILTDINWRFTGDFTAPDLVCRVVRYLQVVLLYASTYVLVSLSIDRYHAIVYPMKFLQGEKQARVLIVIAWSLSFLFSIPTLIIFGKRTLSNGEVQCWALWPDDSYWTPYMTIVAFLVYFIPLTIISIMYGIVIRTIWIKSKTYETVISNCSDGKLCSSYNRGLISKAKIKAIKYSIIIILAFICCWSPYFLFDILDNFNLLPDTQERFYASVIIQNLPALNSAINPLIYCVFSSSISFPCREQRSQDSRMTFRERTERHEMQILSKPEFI
IMPase Li cell: cell-permeable IMPase inhibitors with lithium potentiation; CHO-M1 cells, IP1 TR-FRET (IP-One), carbachol + lithium; Potency, µM (doses to about 59.4 µM), inactives show top-dose activity, negative = IMPase inhibition, usual class: inhibitors; AID 1457; actives 0.35% (n = 210,000);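 also: IP1 builds up when IMPase is blocked and the TR-FRET signal falls; potency is read from the fitted curve at half-maximal effect; plate controls were basal vehicle for no effect and high inhibitor control for full effect; nearly all actives have a fitted effect of over 50% in size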
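Readout is a homogeneous TR-FRET IP1 immunoassay (Ex 320, Em 665 and 620), where raised cytosolic IP1 lowers signal. Cells were CHO-M1 treated 30 min at 37C with test compounds plus a little lithium; AC50 values came from Hill-equation fitting.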
Luc counter: blocks Kinase-Glo luciferase, a counter-screen artifact. Q27757. Kinase-Glo luciferase, ATP luminescence, 8 min. Potency, µM (titrated, usually from 38.3 µM), for the others: at the top dose activity change, negative = inhibition, hits mostly inhibitors. actives 0.28% (n = 200,000). AID 1379; also: potency is read from the fitted curve at half-maximal effect; % is scaled to controls: 0 for no effect and ±100 for the full control effect; nearly all actives have a fitted effect of over 60% in size
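Compound is pinned into ATP-containing buffer (10 uM ATP, imidazole pH 7.2, 7 mM MgCl2). Kinase-Glo luciferase reagent is then added. Light output is recorded following an 8-min room-temperature incubation.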
Numbers without * were called inactive; ? = inconclusive; nt = not tested or not shown; & = joins results of further samples; [ ] = another dose, or the depositor's remark. Calls follow the shape of the dose curve; as a rule, active = well fitted curve in the direction sought with a large enough effect; inconclusive = small, poorly fitted or top-dose-only effect, or another doubt; inactive = no such curve, though single readings can be large; an effect the other way counts as inactive or inconclusive. Not all compounds are listed, so the mix of outcomes need not match the whole.

Structure | HTT aggregate | Epigenetic reg | CBFb RUNX1 block | L3MBTL1 block | NPSR antagonist | IMPase Li cell | Luc counter
Cc1cc(=O)n2nc(N3CCCC(C(=O)NC(C)c4ccccc4)C3)sc2n1 (stereo unspecified) | 1% | 2.9% | -2% | nt | -7%[46.1 µM] | 2%[38.3 µM] | -1%
COc1ccc(NC(=O)COC(=O)C2CCCCC2)c([N+](=O)[O-])c1 | -3% | -1.0% | -27% | -9% | 17% | -6% | 2%
CCOC(=O)c1ccc(NC(=O)N2CCCCC2)cc1 | 2% | 0.0% | -2% | nt | -9%[46.1 µM] | 38%[38.3 µM] | -1%
CCCOc1ccc(C(=O)Nc2ccc(N(C)C)cc2)cc1 | -5% | 5.7% | 2% | nt | -12%[46.1 µM] | 17%[38.3 µM] | -4%
c1csc(CNCCCN2CCOCC2)c1 | 12% | 0.0% | 1% | 3% | -8%[46.1 µM] | 5%[38.3 µM] | 4%
CC(C)COc1ccc(CN=C(N)N=C(N)N)cc1Cl | -4% | -1.0% | 2% | 6% | 28% | -1% | 3%
COc1ccc(C(C)=O)cc1COC(=O)CNC(=O)c1ccccc1F | 21% | 1.1% | -3% | 1% | 22% | -1% | -1%
O=C(NC1=NCCS1)c1ccc(Cl)c(S(=O)(=O)N2CCCCCC2)c1 | -17% | 1.1% | 4% | 4% | -14% | 9% | -1%
Cc1cc(C)c2nc(SCC(=O)Nc3ccc(S(=O)(=O)N4CCCC4)cc3)c(C)cc2c1 | ? | 0.0% | -2% | nt | -7%[46.1 µM] | 30%[38.3 µM] | -1%
CN1CCc2c(n(CC(O)CN3CCN(CCO)CC3)c3ccccc23)C1=O (stereo unspecified) | 8% | 1.4% | -3% | nt | 25% | -3% | -3%
CC(=O)Nc1ccc(NC(=S)NC(=O)c2cc3ccccc3o2)cc1 | -10% | 1.0% | -8% | 13% | 4% | -1% | 3%
c1ccc2cc(OCCOCCOc3ccc4ccccc4c3)ccc2c1 | -27%[9.22 µM] | 1.1% | 7% | 11% | 2%[7.67 µM] | nt | nt
COc1cccc(/C=C2\Oc3cc(OC(=O)N4CCOCC4)ccc3C2=O)c1 | -22%[9.22 µM] | 1.1% | 3% | 4% | -24% | nt | nt
CN(C)Cc1ccc(F)cc1Sc1cc(Cl)ccc1Cl | 13% | 1.7% | -7% | 27% | ? | 12% | 4%
O=C(NNc1ccc([N+](=O)[O-])cc1)c1ccccc1Cl | 24% | 4.9% | -1% | -11% | -12% | -16% | 4%
COC(=O)[C@@]1(C)C=C[C@@H](Cc2ccccc2)N1C(C)=O | nt | 0.2% | 11% | nt | nt | -13% | 0%
O=C(NCCC(=O)N1CCNC1=O)OCc1ccccc1 | -10% | -1.0% | 1% | nt | -9%[46.1 µM] | 21%[38.3 µM] | -2%
CCOC(=O)CC(=O)CSc1ncnc2c1nnn2-c1ccc(F)cc1 | -5% | -1.4% | -12% | -5% | -5% | -8% | 1%
CCOc1ccc(N(Cc2ccc(OC)cc2)C(=O)c2ccco2)cc1 | -21% | -0.3% | -6% | -5% | -51% | 32%[activator] | 0%
CC(=O)Nc1cccc(NC(=O)CSc2nnnn2C(C)C)c1 | 5% | 0.0% | 4% | -8% | 7%[46.1 µM] | 3% | -2%
NC(=O)[C@H]1CC2(CC(c3cccc(NC(=O)[C@H]4CCC(=O)N4)c3)=NO2)CN1C(=O)c1ccccc1 (stereo partly specified) | 22%[9.22 µM] | -1.1% | 17% | nt | 28% | nt | nt
O=C(NCc1ccco1)c1cccc(NS(=O)(=O)c2cccc(F)c2)c1 | -5% | 0.0% | 7% | 5% | 2% | -7% | 2%
O=C(NCCN1CCOCC1)c1ccccc1Oc1ccccc1 | -13% | 1.1% | 11% | 5% | 7%[46.1 µM] | 18%[38.3 µM] | 0%
CCC(=O)Nc1ccc(NC(=S)NC(=O)c2oc3ccccc3c2C)cc1 | -2% | 0.0% | 8% | 9% | 0% | 1% | -1%
Fc1ccc(-c2nn(-c3ccccc3)cc2CNCc2ccccc2)cc1 | ? | ? | 5% | 22% | ? | 11% | 2%
COc1ccc(OC)c(C(=O)c2oc3ccccc3c2NC(C)=O)c1 | 14% | 0.7% | 14% | -2% | -14%[46.1 µM] | -25%[38.3 µM] | -1%
Cc1ccc(S(=O)(=O)/C(C#N)=C/c2c(N3CC(C)OC(C)C3)nc3c(C)cccn3c2=O)cc1 (stereo unspecified) | 0% | -1.0% | -15% | nt | -23%[46.1 µM] | 21%[38.3 µM] | -4%
CC(C)(C)C(=O)Nc1ccc(N2CCCC2)cc1 | -3% | -0.2% | -13% | -5% | -19%[46.1 µM] | 22%[38.3 µM] | 0%
O=C(O)c1ccccc1C(=O)OCc1ccccc1 | 10% | -0.9% | 7% | nt | -1%[46.1 µM] | -4%[38.3 µM] | 4%
CCN(c1ccc(OC)cc1)S(=O)(=O)c1ccc2c(c1)CCN2C(=O)CCC(=O)O | 7% | -9.5% | 10% | 1% | -15%[46.1 µM] | 22%[38.3 µM] | 2%
O=C(NCCc1ccccc1)C(c1cccs1)N(C(=O)CCl)c1ccc(Cl)cc1 (stereo unspecified) | ? | -1.0% | 1% | 5% | ? | 26% | 0%
COc1cc(O)c(C(CCN2CCCCC2)c2ccc3c(c2)OCO3)c(OC)c1 (stereo unspecified) | -9%[9.22 µM] | 1.1% | -8%&7% | nt | 2% | nt | nt
C=CCC(C)(Nc1ccccc1)C(=O)OCC (stereo unspecified) | nt | -0.3% | -2% | nt | nt | 14% | 0%
C=CCN(C(=O)Cn1c(C(=O)OC)cc2oc(C)cc21)c1ccccc1 | 6% | 0.0% | -1% | -11% | -30%[46.1 µM] | nt | nt
COc1ccc(NS(=O)(=O)c2ccc(N3C(=O)CCC3=O)cc2)cc1 | 3% | -0.8% | 3% | nt | 4%[46.1 µM] | 11%[38.3 µM] | -3%
CCOc1c(Cl)cc(CNc2ccc(S(N)(=O)=O)cc2)cc1OC | 2% | 1.3% | -2% | -10% | 7% | 14% | 2%
COc1cc(/C=C/C(=O)N2C(=O)c3cccc(N)c3C2=O)cc(OC)c1OC | 12%[9.22 µM] | 1.1% | 0% | 7% | -24%[46.1 µM] | -4% | 2%
O=C(OCC(=O)N1CCN(C(=O)c2ccco2)CC1)c1cc(-c2ccc(F)cc2)nc2ccccc12 | -1% | -1.2% | -5% | -9% | ? | -1%[38.3 µM] | -4%
NC12CC3CC(C1)CC(CC(=O)O)(C3)C2 | 20% | 1.1% | 0% | 30% | 9% | 0% | 1%
O=C(NC1CCCC1)C(c1ccsc1)N(CCc1ccccc1)C(=O)Cc1cccs1 (stereo unspecified) | -26% | 0.0% | 6% | 2% | 3% | 10% | -1%
COc1ccc2[nH]c(O)c(NC(C)=O)c2c1 | -29% | 0.0% | -1% | nt | 0%[46.1 µM] | 20%[38.3 µM] | -3%
COc1ccc(C2/C=C\CN(S(=O)(=O)c3ccc(C)cc3)CC(=O)N2Cc2cccc(F)c2)cc1 (stereo unspecified) | nt | -1.8% | 9% | -3% | nt | 6% | 4%[39.9 µM]
CCC(=O)NCc1csc(-c2cccs2)n1 | 11%[9.22 µM] | 0.0% | 6% | 9% | -12% | nt | nt
COc1cc2cc(CN(Cc3cccnc3)C(=O)NCc3ccccc3)c(=O)[nH]c2cc1OC | 0% | -1.0% | -2% | nt | -22%[46.1 µM] | 20%[38.3 µM] | -5%
COc1cc(OC)cc(C(=O)N(Cc2nc(-c3cccc(C)c3)no2)C(C)C)c1 | 12% | 0.0% | 6% | 9% | -25%[46.1 µM] | 45%[activator][38.3 µM] | -2%
CO[C@H]1C=CO[C@@]2(C)Oc3c(C)c(O)c4c(O)c(c(C=NN5CCN(C6CCCC6)CC5)c(O)c4c3C2=O)NC(=O)C(C)=CC=C[C@H](C)[C@H](O)[C@@H](C)[C@@H](O)[C@@H](C)[C@H](OC(C)=O)[C@@H]1C | nt | 1.0% | ? | nt | -32% | nt | nt
Cc1cc2c(cc1C)C(c1ccsc1)CC(=O)N2 (stereo unspecified) | 0% | 1.1% | 20% | -68% | 0% | 40%[activator] | 0%
Cc1ccc(NC(=O)COC(=O)c2ccc3c(c2)OCO3)cc1S(=O)(=O)N1CCCCC1 | -3% | 3.0% | 3% | -1% | -14% | 3% | -2%
CC(C)COC(=O)Nc1nnc(SCc2ccccc2F)s1 | 5% | -2.6% | 10% | nt | -23%[46.1 µM] | 35%[activator][38.3 µM] | -3%
OC(C#CCN1CCCC1)(c1ccccc1)c1cccnc1 (stereo unspecified) | -7%[9.22 µM] | -1.7% | -2% | nt | -16% | nt | nt

The listing continues:
Structure | HTT aggregate | Epigenetic reg | CBFb RUNX1 block | L3MBTL1 block | NPSR antagonist | IMPase Li cell | Luc counter
COc1ccc(N2CCN(CC(O)c3c[nH]c4ccc(OC)cc34)CC2C)cc1 (stereo unspecified) | 13µM* | -1.7% | 2% | -9% | -4%[46.1 µM] | 2%[38.3 µM] | -1%
CCCC(=O)n1nc(-c2ccc(OC)cc2)nc1N | -14% | 1.1% | -1% | 2% | -9%[46.1 µM] | 22%[38.3 µM] | 2%
CCc1nc(SCC(=O)N2CCOCC2)c2c(=O)n(C)c(=O)n(C)c2n1 | -15% | 0.0% | 5% | -1% | 1%[46.1 µM] | 25%[38.3 µM] | 1%
CCCCC(=O)Nc1cccc(-c2nc3ncccc3o2)c1 | -1% | -2.4% | 6% | 10% | 2%[7.67 µM] | 5%[38.3 µM] | -5%
COc1cc(C)c(C(C)C)cc1S(=O)(=O)NCCCn1ccnc1 | 3% | 1.3% | 5% | -9% | -10%[7.67 µM] | -4%[38.3 µM] | -1%
CCn1c(SCC(=O)Nc2ccccc2OC)nnc1-c1cnccn1 | -11% | 1.0% | 1% | 4% | 3%[46.1 µM] | 7%[38.3 µM] | 2%
O=C(N/N=C/c1cc(Cl)ccc1O)c1ccncc1 | -22%[9.22 µM] | -1.9% | ? | 25µM* | 2% | nt | nt
CC1CCC2C(C1)Nc1c(C(=O)O)cccc1C2(C)C (stereo unspecified) | nt | 1.1% | 6% | -9% | -5% | -11% | 0%
CCCCN1C(=O)N(C)C2NC(=S)NC21 (stereo unspecified) | -4%[9.22 µM] | -1.0% | 6% | 10% | 8% | nt | nt
COc1ccc(NC(=O)CN(C)CC(=O)Nc2ccc3c(c2)CCC3)cc1 | 5% | 4.9% | 1% | -4% | -7% | 17% | 3%
CC1=NN(Cc2c(C)nn(Cc3ccccc3)c2C)C(C)(C)C1 | 8% | -0.2% | -15% | -40% | 1% | ? | 2%
COC(=O)c1cn[nH]c1N | 8% | 1.1% | 0% | nt | -7%[46.1 µM] | 21%[38.3 µM] | 4%
